# MC4R antag cAMP: human MC4R antagonism in cAMP assay. P32245. MC4R-expressing cells, MTII-stimulated cAMP, LANCE TR-FRET. inhibition, % at 6.5 µM. hit rate 0.48% among 360,000. AID 540295;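 active means inhibition above its plate's cutoff, the mean of tested wells on that plate plus 3 SD, cut at about 29% in these data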;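 further: 0% = Melanotan II alone and 100% = Melanotan II plus saturating MCL0020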
# Target sequence (P32245 whole entry, looked up): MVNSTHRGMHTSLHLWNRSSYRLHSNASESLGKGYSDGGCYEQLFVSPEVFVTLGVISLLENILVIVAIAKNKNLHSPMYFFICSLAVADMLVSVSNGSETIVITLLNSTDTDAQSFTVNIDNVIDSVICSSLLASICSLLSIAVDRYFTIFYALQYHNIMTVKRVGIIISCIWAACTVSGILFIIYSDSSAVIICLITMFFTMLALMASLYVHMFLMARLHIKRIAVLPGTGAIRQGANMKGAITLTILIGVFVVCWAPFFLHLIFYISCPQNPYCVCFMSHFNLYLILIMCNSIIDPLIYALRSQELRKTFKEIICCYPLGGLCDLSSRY
#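 system = U2OS cells with stable human MC4R expression | also added = Melanotan II challenge after compound preincubation | dosing = one concentration, 6.5 µM nominal | incubation = compound 30 min, challenge 1 h, detection 1 h | measured by = TR-FRET with Eu-cAMP and labeled anti-cAMP, 671 nm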
# HTR2A ag: mouse HTR2A agonism via beta-arrestin recruitment. P35363. CHO-K1 mHTR2A beta-arrestin complementation, luminescence; percent of 30 µM serotonin response. activation, % at 7.6 µM. hit rate 0.66% among 360,000. AID 624169;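 active means activation above a run cutoff, the mean activation of all tested compounds plus 3 SD, cut at about 14% in these data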;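 further: 0% = plate median of compound wells and 100% = 30 µM serotonin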
# Target sequence (P35363 whole entry, looked up): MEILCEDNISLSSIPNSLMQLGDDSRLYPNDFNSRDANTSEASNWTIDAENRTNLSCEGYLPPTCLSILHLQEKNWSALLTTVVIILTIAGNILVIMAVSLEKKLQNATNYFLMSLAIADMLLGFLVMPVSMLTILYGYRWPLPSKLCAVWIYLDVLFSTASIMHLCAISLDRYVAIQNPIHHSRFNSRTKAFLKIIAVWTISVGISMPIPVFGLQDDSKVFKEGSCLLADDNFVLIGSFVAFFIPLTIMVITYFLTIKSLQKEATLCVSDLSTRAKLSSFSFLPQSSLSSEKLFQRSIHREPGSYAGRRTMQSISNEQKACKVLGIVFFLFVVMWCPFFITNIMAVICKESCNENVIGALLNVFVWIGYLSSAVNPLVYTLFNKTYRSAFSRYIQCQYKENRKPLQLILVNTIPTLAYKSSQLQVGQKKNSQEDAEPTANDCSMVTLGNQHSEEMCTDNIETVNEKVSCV
# ABCB6 inh 2: inhibitors of human ABC transporter ABCB6; K562-ABCB6 porphyrin accumulation, flow cytometry, 1 h; active compounds read low; hit rate 0.19% among 360,000; fluorescence ratio to DMSO, % at 10 µM; AID 602162;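 active means fluorescence ratio to DMSO below 75%, the collection mean minus 3 SD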;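 further: signal is porphyrin accumulated inside mitochondria; 100% equals median channel fluorescence of DMSO control wells; lower ratio means ABCB6 inhibition with less porphyrin fluorescence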
# ABHD5-PLIN5 inh: blocks binding of human ABHD5 to perilipin-5 | Split G. princeps luciferase complementation, luminescence, 4 h | hit rate 0.78% among 360,000 | inhibition, % at 4 µM;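 active means inhibition above the mean inhibition across every tested compound plus 3 SD, cut at about 22% in these data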;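 further: 0% = DMSO only wells and the 100% control is not disclosed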
# N-glyco inh: blocks N-linked glycosylation in D54 reporter cells; D54 ERlucT glycosylation luciferase reporter, 24 h; percent of 100 nM tunicamycin response; reporter increase, % at 12.5 µM; hit rate 0.23% among 360,000;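 active means mean luciferase reporter signal, scaled so untreated is 0 and the glycosylation-blocking control 100, at or above a set limit in every replicate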;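 further: luciferase carries N-glycosylation sites so blocking glycosylation raises the light; 0% = median of neutral control wells and 100% = median of 100 nM tunicamycin wells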
# SRC2 inh: inhibits human steroid receptor coactivator 2 | Q15596 | hit rate 0.17% among 370,000 | HEK293 GAL4-SRC2 luciferase reporter, luminescence | inhibition, % at 9 µM;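 active means inhibition above the mean inhibition of all tested compounds plus 3 SD, set per campaign, cut at about 52% in these data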;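 further: 0% = DMSO treated cells and 100% = cells given Gossypol at 36 µM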
# MC4R ag barr: activates human MC4R beta-arrestin recruitment | hit rate 0.98% among 360,000 | AID 540308 | U2OS MC4R beta-arrestin complementation, luminescence; percent of melanotan II response, DMSO zero | P32245 | activation, % at 8.9 µM;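 active means activation above a per-plate cutoff, the mean activation of sample wells on that plate plus 3 SD, cut at about 8% in these data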
# Cardio protect: modulators protecting cardiomyocytes from myocardial damage. H9c2 cardiomyocytes, H2O2 injury protection, ATPLite, 2 h. protection from H2O2 cell death, % at 20 µM. hit rate 0.63% among 360,000. AID 588492;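 active means compounds giving at least 50% protection of heart cells from peroxide-induced death in the single-dose screen, raw or plate-pattern-corrected value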;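 further: 0% = DMSO wells with peroxide and 100% = DMSO wells without peroxide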
# NOD2-RIPK2 inh: NOD2-RIPK2 protein interaction inhibition. O43353. hit rate 0.38% among 360,000. CHO BLA complementation NOD2-RIPK2, CCF4 ratio. inhibition, % at 4.98 µM; in the data active means inhibition above about 21%;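 further: 0% = vehicle only and 100% = reference blocker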
# TLR9-MyD88 block: inhibitors of human TLR9-MyD88 binding; CHO BLA complementation TLR9-MyD88, CCF4 FRET ratio; Q9NR96+Q99836; hit rate 0.21% among 340,000; inhibition, % at 4.98 µM;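 active means inhibition above the mean over all tested compounds plus 3 SD, cut at about 21% in these data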;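 further: 0% = DMSO only wells and 100% = clavulanate BLA inhibitor control wells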
# * hit, by the source's call; . = no result given. Not all compounds are listed; rates above refer to the full screens.
SMILES,MC4R antag cAMP,HTR2A ag,ABCB6 inh 2,ABHD5-PLIN5 inh,N-glyco inh,SRC2 inh,MC4R ag barr,Cardio protect,NOD2-RIPK2 inh,TLR9-MyD88 block
CCOC(=O)N1CCN(C(=O)c2ccc(S(=O)(=O)Nc3ccccc3)cc2)CC1,-3,-1,92,1,-1,18,-0.8,-10,0,-6
CC(C(=O)Nc1ccc(S(=O)(=O)N2CCCC2)cc1)N(C)Cc1ccc(F)cc1 (configuration not stated),3,-6,97,1,-2,-26,1.6,0,-5,-5
COc1ccc(-c2csc(NC(=O)C3COc4ccccc4O3)n2)cc1OC (configuration not stated),17,5,99,8,-4,12,1.2,42,-2,4
COC(=O)N/N=C/c1cn(CCCOc2ccccc2)c2ccccc12,7,-8,99,3,-6,-1,-2.9,5,-21,1
C/C(=C\C(=O)c1ncc(C(F)(F)F)cc1Cl)N(C)C,2,21*,100,-1,4,4,-0.7,7,-9,-6
c1cncc(-c2nc(NCCCN3CCOCC3)c3c4c(sc3n2)CCC4)c1,-2,-10,93,9,-1,-14,-1.2,34,-4,0
CC1CCN(S(=O)(=O)c2ccc(NC(=O)Cc3ccc(S(=O)(=O)N4CCOCC4)s3)cc2)CC1,-1,-3,94,-16,-5,14,-2.8,-16,4,4
Cc1cc(C)cc(N(CC(=O)NC2CCCC2)C(=O)CCC(=O)Nc2cc(C)ccn2)c1,13,6,95,-10,1,-9,3.0,2,3,-4
COc1ccc(CN(C2CCCC2)S(=O)(=O)c2ccc(-n3cnnn3)cc2)cc1OC,10,4,81,2,-1,-13,-1.4,4,-8,6
CCOc1ccccc1C1C(C(=O)OC)=C(N)OC2=C1C(=O)CCC2 (configuration not stated),10,3,97,2,-1,-2,-2.7,4,-7,-4
COc1ccc(OC)c(C(=O)CSc2nc3cccnc3n2C)c1,5,1,93,-1,-1,-4,-2.1,28,-4,9
CN(C)CCCNC(=O)CC1C[C@H](C(=O)N2CCOCC2)[C@@]2(CCC3CCCC3)c3[nH]c4ccccc4c3CCN2C1=O (some centres not stated),-4,1,100,0,2,-32,-2.0,-23,2,-1
COCc1ccc(C(=O)NC2CCCN(Cc3ccccc3F)C2)o1 (configuration not stated),10,0,102,-1,3,9,-3.5,2,-10,-2
CC(C)(C)n1nnnc1C(c1cccnc1)N1CCN(C(=O)c2ccco2)CC1 (configuration not stated),8,-2,103,-5,3,4,-0.5,5,-12,-6
Cc1ccc(Nc2ccc(N3CCN(c4ccc([N+](=O)[O-])cc4)CC3)nn2)cc1,-2,4,94,0,2,-14,0.2,-2,7,6
Cc1nc(SC2CC(=O)N(c3ccccc3)C2=O)n[nH]1 (configuration not stated),16,2,100,2,3,13,1.8,-13,-12,-1
COc1cccc(-c2ccc(NC(=O)C3CCCN(Cc4cnc(C)n4C)C3)cc2)c1 (configuration not stated),-2,-7,92,7,0,-6,-3.0,-3,-14,2
COc1cc(-c2ccccc2)nc2ccccc12,1,-4,102,-7,2,-1,-0.9,-1,7,-2
CCOC(=O)c1cc(C(=O)NC(C)c2ccccc2)c(C)[nH]c1=O (configuration not stated),26,-1,98,-3,4,-18,-3.3,-3,-9,-6
COc1ccc(Cl)cc1S(=O)(=O)N(C)CC(=O)N1CCCC1,0,0,98,6,-1,4,-1.6,3,-8,1
COCCNc1nc2c(c(=O)[nH]c(=O)n2C)n1CCCc1ccccc1,2,7,102,-4,2,-4,0.1,0,-4,-11
O=C(OCC1CC(c2ccccc2)=NO1)c1ccco1 (configuration not stated),0,1,99,3,3,-43,0.6,2,-11,1
Cc1c(NC(=O)C(C)OC(=O)c2sc3ccccc3c2Cl)c(=O)n(-c2ccccc2)n1C (configuration not stated),5,-1,90,1,0,2,-0.9,1,0,8
Cc1noc(C)c1S(=O)(=O)N1CCC(C(=O)NC2CCCc3ccccc32)CC1 (configuration not stated),2,0,96,-4,-1,8,2.1,-7,7,-5
O=C(NCC(c1ccco1)N1CCN(c2ccc(F)cc2)CC1)c1ccc2c(c1)OCO2 (configuration not stated),8,-6,102,-11,-3,-6,-0.4,2,-4,8
CNC(=S)N(CCc1c(C)[nH]c2ccc(F)cc12)Cc1ccco1,19,-3,98,2,-1,19,0.9,-2,-2,-12
O=[N+]([O-])c1cccc(S(=O)(=O)/N=C(/Nc2ccccc2)c2ccccc2)c1,13,-4,98,4,1,2,-0.4,-2,-8,-1
Cc1ccc2nc(C)c(C(=O)NN=C3CCN(C)CC3)n2c1,3,-4,98,2,0,-2,-2.7,6,-5,-5
CC(NC(=O)NCCCC(=O)O)(C(F)(F)F)C(F)(F)F,0,-2,96,0,2,-18,0.3,14,9,2
O=C(N/N=C/c1cc2ccccc2nc1Cl)/C(=C/c1cccs1)NC(=O)c1ccccc1,-3,-4,98,12,6,1,-2.8,36,6,11
O=C(O)/C=C/C(=O)NNC(=O)c1ccc(Cl)cc1Cl,-1,0,93,-1,1,-6,-2.5,4,0,-1
CC1(C)C(=O)C2(C(=O)NCc3ccccc3)CCC1C2 (configuration not stated),11,0,91,0,1,8,-1.3,4,6,6
O=C(C(=O)N1CCCN(Cc2ccc(F)cc2)CC1)c1ccccc1,.,-2,.,-6,.,16,.,.,-10,.
COc1ccc2c(CC(=O)NCC3CCC(C(=O)O)CC3)cc(=O)oc2c1 (configuration not stated),-9,-1,90,-2,3,6,-2.0,0,8,1
COc1ccccc1C(=O)OCCc1ccccc1,-3,7,96,7,-2,-24,-1.6,-2,-10,-7
Cc1cccc(C)c1NC(=O)Cn1nnc(-c2ccc(CN3CCC(C)CC3)cc2)n1,6,-3,101,-1,-8,-29,-1.1,-10,-2,-1
CC(C)CC(=O)N1CCN(S(=O)(=O)c2ccc(C3CCCCC3)cc2)CC1,2,2,89,-10,-2,18,-1.4,-26,-1,-2
O=C(/C=C/c1ccccc1)Nn1cnnc1,-5,-7,102,0,5,-11,-2.3,0,-11,3
CC(NC(=O)C1CCN(C(=O)c2ccc(F)cc2)CC1)c1ccc(-n2ccnc2)cc1 (configuration not stated),1,2,98,5,0,9,0.3,-3,-9,-3
COc1cc(/C=N/NC(=O)C(=O)NCc2cccnc2)ccc1O,-6,-1,100,-3,-1,-6,1.0,2,8,-9
CCN(c1ccc(NC(=O)COC(=O)c2ccc(C)s2)cc1)C(C)C,4,-3,100,-1,2,12,-1.5,-6,3,-4
CSc1ccc(CN2CCN(CCC(C)C)C(CCO)C2)cc1 (configuration not stated),8,3,95,0,-1,-13,-0.8,1,-9,1
COC(=O)[C@@]12CCCN1[C@H](c1ccc(-c3ccc(C(C)=O)cc3)c(OC)c1)[C@H]1C(=O)N(C)C(=O)[C@H]12,15,11,96,2,4,-14,-2.5,14,-5,-5
CC(=O)Nc1ccc(C(=O)NNS(=O)(=O)c2ccc(C)cc2)cc1,0,0,96,-2,1,-29,-1.4,6,5,.
CC(/C=C/c1ccc2c(c1)OCO2)=N\NC(=O)COc1ccccc1C,-3,0,91,6,1,-3,4.3,10,5,-6
CN(C)CCSc1nc2cc(S(=O)(=O)N3CCCCC3)ccc2o1,-3,10,90,-6,-8,3,-1.0,1,-12,-12
Cc1ccc(-c2csc(NCCn3c(-c4ccncc4)nc4cc(C(F)(F)F)ccc43)n2)cc1,10,13,97,-3,3,2,0.4,1,-4,-8
O=C(Nc1ccc(Cl)cc1)c1ccc2snnc2c1,12,-4,90,5,-5,-58,2.0,-12,-3,8
COc1cccc(NC(=O)COC(=O)c2cccnc2)c1,7,1,99,-2,1,11,-1.6,6,-12,-13
O=C(CSc1nc2[nH]ncc2c(=O)[nH]1)c1ccccc1,-3,1,101,1,1,-13,0.6,-4,-5,-2
O=C(Nc1nc(-c2cc(F)ccc2F)cs1)c1cccc(N2C(=O)CCC2=O)c1,3,-5,99,0,3,-2,-2.5,43,6,0
CCOC(=O)c1c(NC(C)=O)sc2c(OCC(O)CN(CC)CC)c(Br)ccc12 (configuration not stated),16,-3,105,8,7,-14,0.4,-28,0,-2
CCOc1ccc(CCN2C(=O)C(=O)N([C@@H](CC(C)C)CN3CCC[C@H]3CN3C(=O)C(=O)NC[C@@H]3Cc3ccccc3)C[C@@H]2Cc2ccccc2)cc1,.,3,101,17,.,8,.,.,4,.
CCOC(=O)CSc1nc2c(c(=O)n1-c1ccc(OCC)cc1)SCC2,2,-1,98,-1,2,26,-1.5,-4,-7,-3
CCC(Oc1ccccc1)C(=O)Nc1cc(Cl)ccc1-n1cncn1 (configuration not stated),10,0,98,1,-2,-1,-1.3,3,-5,2
Cc1sc2ncnc(N3CCC(C(=O)NNC(=O)COc4ccc(Br)cc4)CC3)c2c1C,-4,6,90,-8,-5,23,-3.7,-9,4,-1
CCOc1ccc(NC(=O)CN2CCN(CC(=O)Nc3ccc(Cl)c(C(F)(F)F)c3)CC2)cc1,11,-2,95,-3,2,-1,4.7,-18,6,-8
COc1ccc(/C=N/NC(=O)c2ccc(OC)c(OC)c2)cc1COc1c(F)c(F)c(F)c(F)c1F,3,5,101,-9,3,5,-1.9,-1,5,-8
CN1CCn2cnc(C(=O)N[C@@H](Cc3ccccc3)C(=O)OC(C)(C)C)c2C1=O,5,-1,106,-8,0,1,-0.1,-7,9,6
Cc1nn(CCC#N)c2[nH]c(=O)cc(C(F)(F)F)c12,0,5,101,-5,1,9,-0.5,-4,-20,-4

# Retrieved by structure from the list above:
SMILES,MC4R antag cAMP,HTR2A ag,ABCB6 inh 2,ABHD5-PLIN5 inh,N-glyco inh,SRC2 inh,MC4R ag barr,Cardio protect,NOD2-RIPK2 inh,TLR9-MyD88 block
O=C(Nc1nc(-c2cc(F)ccc2F)cs1)c1cccc(N2C(=O)CCC2=O)c1,3,-5,99,0,3,-2,-2.5,43,6,0
CN1CCn2cnc(C(=O)N[C@@H](Cc3ccccc3)C(=O)OC(C)(C)C)c2C1=O,5,-1,106,-8,0,1,-0.1,-7,9,6

# (list continues)
SMILES,MC4R antag cAMP,HTR2A ag,ABCB6 inh 2,ABHD5-PLIN5 inh,N-glyco inh,SRC2 inh,MC4R ag barr,Cardio protect,NOD2-RIPK2 inh,TLR9-MyD88 block
Cc1cc(C)c(S(=O)(=O)N(C)Cc2cnn(C)c2)c(C)c1,-6,2,93,-1,-1,16,1.0,-13,2,-3
Cc1ccc(C(=O)Nn2c(C)nc3ccccc3c2=O)cc1C,8,-1,93,9,-1,-13,-0.1,-1,-1,-2
CC(C)(CSc1nncn1/N=C/c1ccco1)NS(=O)(=O)c1ccc(Cl)cc1,10,-4,98,1,-1,-27,-2.3,5,-5,1
Nc1n[nH]c(N)c1N=Nc1cccc(F)c1,-5,2,97,2,1,-34,-1.5,-7,6,-11
O=C(Nc1ccccc1Oc1cccnc1)C1CCCN(C/C=C/c2ccc(F)cc2)C1 (configuration not stated),4,-4,99,5,-3,-12,-4.7,1,-10,-9
O=S(=O)(NCC(c1ccco1)N1CCN(c2ccccc2F)CC1)c1ccccc1 (configuration not stated),1,-4,103,-6,-1,9,2.0,-9,10,-3

# From PubChem
